CHT allo act: CHT positive allosteric modulators, primary screen, cell-based, membrane potential dye, choline EC20. High affinity choline transporter 1 (Homo sapiens), Q9GZV3. CHT-expressing cells; hits give high values; LV-AA mutant CHT in HEK293 cells. B-score at 10 µM. hit rate 0.49% among 310,000;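 active = initial fluorescence not abnormally high and integrated response B-score, plate-corrected, over 3 SD above library mean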
Target sequence (Q9GZV3 whole entry, looked up): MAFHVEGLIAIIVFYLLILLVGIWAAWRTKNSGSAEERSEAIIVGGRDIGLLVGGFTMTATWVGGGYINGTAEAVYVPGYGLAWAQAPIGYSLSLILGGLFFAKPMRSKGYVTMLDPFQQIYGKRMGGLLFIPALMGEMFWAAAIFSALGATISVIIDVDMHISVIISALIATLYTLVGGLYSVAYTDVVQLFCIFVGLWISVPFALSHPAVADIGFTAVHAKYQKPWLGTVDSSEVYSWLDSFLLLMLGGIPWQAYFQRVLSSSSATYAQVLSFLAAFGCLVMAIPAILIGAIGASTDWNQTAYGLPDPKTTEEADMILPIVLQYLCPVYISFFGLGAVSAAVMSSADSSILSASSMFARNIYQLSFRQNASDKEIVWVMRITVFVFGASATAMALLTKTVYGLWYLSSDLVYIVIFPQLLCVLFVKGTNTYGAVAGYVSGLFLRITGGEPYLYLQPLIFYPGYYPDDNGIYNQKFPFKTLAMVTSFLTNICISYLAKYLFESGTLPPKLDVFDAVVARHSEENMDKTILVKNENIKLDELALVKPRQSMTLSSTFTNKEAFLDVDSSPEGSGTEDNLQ
OX1R antag: OX1R (HCRTR1) antagonists, primary screen, fluorescence, CHO/OX1R cells, Fluo-8 calcium, orexin A | Orexin/Hypocretin receptor type 1 (Homo sapiens), O43613 | Fluo-8 calcium fluorescence | inhibition, % at 5 µM | hit rate 0.43% among 330,000;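 active = inhibition above its plate's threshold, mean inhibition of all tested compounds on the plate plus 3 SD, cut at about 37% in these data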;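 note: 0% = orexin A challenge wells and 100% = SB-334867-A antagonist wells; not every result past the cut was called active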
Target sequence (O43613 whole entry, looked up): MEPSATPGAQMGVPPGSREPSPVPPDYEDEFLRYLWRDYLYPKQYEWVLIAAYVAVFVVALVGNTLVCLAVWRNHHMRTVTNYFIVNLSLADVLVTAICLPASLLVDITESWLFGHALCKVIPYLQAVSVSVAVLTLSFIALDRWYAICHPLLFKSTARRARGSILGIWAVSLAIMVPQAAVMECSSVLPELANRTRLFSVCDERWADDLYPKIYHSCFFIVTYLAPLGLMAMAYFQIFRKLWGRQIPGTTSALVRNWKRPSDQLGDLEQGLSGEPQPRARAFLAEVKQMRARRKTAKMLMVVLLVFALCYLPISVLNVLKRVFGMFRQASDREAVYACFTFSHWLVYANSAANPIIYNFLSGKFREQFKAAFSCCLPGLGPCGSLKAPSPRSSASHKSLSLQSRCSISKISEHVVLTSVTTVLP
* marks the source's active call; other numbers are inactive results; i = inactive; / = no result given.

SMILES	CHT allo act	OX1R antag
CCOc1ccc(-n2c(O)c(/C=N/NC(=O)C3COc4ccccc4O3)c3ccccc3c2=O)cc1 (stereo not given)	i	-11.5
COc1ccc(C(=O)OCC(=O)Nc2ncc([N+](=O)[O-])s2)cc1OC	/	-2.1
O=C(NN1C(=O)C2C(C1=O)C1C=CC2C12CC2)c1cccc(Cl)c1 (stereo not given)	i	-25.0
Fc1ccc2c(c1)C1OCCCC1C(c1ccccc1)N2 (stereo not given)	i	-38.7
COCCNC(=O)C(c1ccc(O)cc1)N(C(=O)CCC(=O)Nc1nccs1)c1ccc(C)cc1 (stereo not given)	i	-13.7
Cc1[nH]nc2c1C(C1CC=CCC1)C(C#N)=C(N)O2 (stereo not given)	i	-11.2
C=CCN1C(=O)CSc2ccc(C(=O)NCc3cccs3)cc21	i	-21.9
COc1ccc(C(=O)OC(C)CN2CCN(C)CC2)cc1OC (stereo not given)	i	0.4
O=C(COC(=O)CCC(=O)c1ccc(F)cc1)Nc1ccc2[nH]c(=O)[nH]c2c1	i	2.1
O=C(CCCN1C(=O)S/C(=C/C=C/c2ccccc2)C1=O)Nc1ccc(C(=O)O)cc1	i	-19.4
COc1ccccc1NC(=O)CC(=O)c1cccc([N+](=O)[O-])c1	i	-16.1
Cc1ccccc1-n1c(-c2cccnc2)n[nH]c1=S	i	-4.5
COc1ccc(C(=O)NCC2CCCO2)cc1 (stereo not given)	i	-13.8
CC1/C(=C\c2ccc(Cl)cc2)C(=O)C2CC1C2(C)C (stereo not given)	i	-15.6
O=C1[C@H]2CC3CCC2(O3)[C@@H]2OCCCN12 (stereo not given in full)	i	8.0
CC(Oc1ccc(Br)cc1)c1nc2c3ccccc3nc(=S)n2[nH]1 (stereo not given)	i	-15.0
COc1ccc(N(CC(=O)Nc2ccccc2Cl)S(=O)(=O)c2ccc(C)cc2)cc1OC	i	-28.0
Cc1ccc(-c2ccc(=O)n(Cc3cc(C)ccc3C)n2)cc1	i	/
CCCn1cc(C(CC(=O)O)C(=O)O)c2ccccc21 (stereo not given)	i	-25.3
C[C@H]1COC(=O)[C@@H](CC(=O)OC(C)(C)C)C/C=C\C[C@H](CC(=O)NCCO)C(=O)N1	/	-10.8

Three entries drawn at random from those above:
SMILES	CHT allo act	OX1R antag
O=C(CCCN1C(=O)S/C(=C/C=C/c2ccccc2)C1=O)Nc1ccc(C(=O)O)cc1	i	-19.4
C=CCN1C(=O)CSc2ccc(C(=O)NCc3cccs3)cc21	i	-21.9
O=C1[C@H]2CC3CCC2(O3)[C@@H]2OCCCN12 (stereo not given in full)	i	8.0

The main list resumes, starting 4 compounds before the break.
SMILES	CHT allo act	OX1R antag
COc1ccc(N(CC(=O)Nc2ccccc2Cl)S(=O)(=O)c2ccc(C)cc2)cc1OC	i	-28.0
Cc1ccc(-c2ccc(=O)n(Cc3cc(C)ccc3C)n2)cc1	i	/
CCCn1cc(C(CC(=O)O)C(=O)O)c2ccccc21 (stereo not given)	i	-25.3
C[C@H]1COC(=O)[C@@H](CC(=O)OC(C)(C)C)C/C=C\C[C@H](CC(=O)NCCO)C(=O)N1	/	-10.8
C/C(=C\c1ccccc1)CN1CCN(C)CC1	i	-9.7
CCSc1nc(C)cc(C)c1S(=O)(=O)c1ccccc1C	i	-2.9
O=C(NC(Cc1ccccc1)C(=O)O)/C(=C/c1cccc([N+](=O)[O-])c1)NC(=O)c1ccco1 (stereo not given)	i	-1.1
O=C(CSc1ncn[nH]1)c1ccccc1	i	1.4
O=C(O)c1cc(-c2ccc(/C=N/N3C(=O)C4C5C=CC(C6CC56)C4C3=O)o2)ccc1Cl (stereo not given)	i	-21.0
COc1ccc(C(C)=O)cc1CSc1ccc(S(=O)(=O)N2CCOCC2)cn1	/	0.3
O=c1c([N+](=O)[O-])c(N2CCOCC2)c2ccccc2n1-c1ccccc1	i	7.2
O=C(N1CCCC1)C12CC3CC(C1)CC(C(=O)N1CCCC1)(C3)C2	i	-21.3
CCOC(=O)c1c(C)nc2c(c(SC)nn2-c2ccccc2)c1N	i	-13.2
COc1ccc(OCC(=O)N2CCN(S(=O)(=O)c3ccc(Cl)cc3)CC2)cc1	i	-8.2
CC(C)[C@H](NC(=O)OC(C)(C)C)C(=O)N1CCC(C(=O)N[C@@H](C)C(=O)Nc2ccc(F)cc2)CC1	i	-28.7
COc1ccc(OC)c(S(=O)(=O)NNC(=S)Nc2ccc3c(c2)OCO3)c1	i	-2.5
N#CCCN(CCC#N)c1nnc(-c2ccccc2)s1	i	2.6
Fc1ccc(-n2c(-c3ccc4ccccc4n3)n[nH]c2=S)cc1	i	-15.0
Cc1noc(C)c1CSCC(=O)Nc1nc2ccc(F)cc2s1	i	-26.0
O=C(CCCN1C(=O)c2ccccc2C1=O)NCCC1=CCCCC1	i	-28.4
O=C(NNC1=Nc2ccccc2SC1)c1ccccc1F	i	-3.2
O=C(CN1C(=O)NC2(CCCCCC2)C1=O)NC1CCCCCCC1	i	-14.9
CCc1cc(OCCCCNCc2ccccc2)ccc1Cl	i	-14.5
O=C(NCC1CC1)c1ccc2c(c1)S(=O)(=O)c1cc(Cl)ccc1C2=O	/	-26.1
Cc1ccc(N2C(N)=C(C#N)C(c3cc(CN4CCOCC4)cs3)C3=C2CC(C)(C)CC3=O)cc1 (stereo not given)	i	-29.6
CCn1nnnc1SCC(=O)N1CCN(Cc2ccc3c(c2)OCCO3)CC1	/	-19.0
COc1cc(OC)cc(C(=O)Nc2ccc(C(=O)c3ccncc3)cc2)c1	i	12.2
Cc1cccc(-n2c(N)cc(=O)[nH]c2=S)c1C	i	-3.0
Clc1ccc2c(c1)C(N1CCNCC1)=Nc1ccccc1O2	i	-4.0
CC(C)Oc1ccc(C(=O)Nc2ccc(N(C)C)cc2)cc1	i	-5.1
COc1cccc(OC)c1C(=O)Nc1cccc(-c2nc3ccccc3[nH]2)c1	i	-31.8
COc1cc(OC)cc(C(=O)NC(=S)N2CCCCC2c2cccnc2)c1 (stereo not given)	i	-25.3
Cn1c2c(c(=O)n(C)c1=O)CN(CCc1ccccc1)CN2	i	-10.3
COc1ccc(NC(=O)Cn2c(CCC(=O)O)ccc2-c2ccccc2)cc1	i	-14.6
CC(=O)c1ccc(OCC(=O)OCC(=O)NCc2ccco2)cc1	/	2.1
CN1CCc2c(sc(NC(=O)C3CCCN3S(=O)(=O)c3ccc(Cl)s3)c2C(N)=O)C1 (stereo not given)	i	-8.9
CCNC(=S)NNC(=O)c1c(Cl)c(C)nn1C	i	0.8
CCCC(=O)N=c1sc2c(OC)ccc(OC)c2n1C	i	-10.6
O=C(O)c1cccc(Nc2ccc([N+](=O)[O-])c3nonc23)c1	i	-25.1
Cc1onc(C(=O)NN)c1-c1csc(COc2ccc(Cl)cc2)n1	i	-9.3
Cc1ccc(OCc2cc(C(=O)NCCc3cccnc3)no2)cc1C	i	-34.5
Cn1cnc2c(NCc3ccco3)ncnc21	i	3.8
CC(C)OC(=O)CC(=O)CSc1nc2c(cc1C#N)CCC2	i	5.1
Cc1cc(NC(c2cccnc2)c2c(C)[nH]c3ccccc23)no1 (stereo not given)	i	3.0
COc1cccc2c1C(=O)O/C2=C/c1ccc2c(c1)OCO2	i	-26.4
CCOC(=O)N1CCN(c2cc(N3CCOCC3)c(F)cc2[N+](=O)[O-])CC1	i	-10.1
CC(C)C[C@@H]1NC(=O)[C@H](C(C)C)NC(=O)c2cc([N+](=O)[O-])cc(I)c2NCC[C@@H](C(N)=O)NC1=O	i	-12.1
Cc1cnc(NC(=O)Cc2ccc(Br)cc2)s1	i	-9.7
CCCn1c(=N)n(CCOc2ccc(OC)cc2)c2ccccc21	i	-18.9
CCCCOc1ccc(C(=O)N=c2sccn2C)cc1OC	i	-9.8
S=c1[nH]nc(CSCCOc2ccccc2)o1	i	-10.2
CN(C)C(=O)/C(=C/c1cn(-c2ccccc2)nc1-c1cccc([N+](=O)[O-])c1)NC(=O)c1ccccc1	i	-22.7
O=C(O)CC12CC3CC(C1)CC(n1ncc(NCc4ccc(F)cc4Cl)c(Cl)c1=O)(C3)C2	i	-15.6
CCOC(=O)N1CCN(C(c2ccc(C(C)C)cc2)c2sc3nc(C)nn3c2O)CC1 (stereo not given)	i	-28.0
O=C(CO)N/N=C/c1cccc(Cl)c1Cl	i	-5.2
COc1cc(NC(=O)COC(=O)Cn2cnc3c2c(=O)n(C)c(=O)n3C)cc(OC)c1	/	-2.9
C/C(=N/N=C/c1ccccc1O)c1ccccc1O	i	-14.9
CC(=O)c1ccc(S(=O)(=O)NCCC(=O)OC(C)C(=O)Nc2ccc(F)cc2)cc1 (stereo not given)	i	-8.7
Cc1[nH]c2ccc(C(=O)NCCCN(C)C3CCCCC3)cc2c1C	i	-14.6
O=C(c1[nH]ncc1-c1ccc(Cl)cc1)C1CO1 (stereo not given)	i	-7.7
CCCOc1ccc(C(=O)CCC(=O)NNC(=O)c2ccncc2)cc1	i	-3.5
CCc1nc(SCC(=O)NCCc2ccccc2)c2oc3ccccc3c2n1	i	-24.6
Cc1ccc(N=C2C(=O)Nc3c(C)cccc32)cc1	i	-22.2
Cc1ccc(-n2nnc3c(=O)n(CC(=O)N4CCOCC4)cnc32)cc1	i	-13.6

In the list so far, these have a cyano group:
SMILES	CHT allo act	OX1R antag
Cc1[nH]nc2c1C(C1CC=CCC1)C(C#N)=C(N)O2 (stereo not given)	i	-11.2
N#CCCN(CCC#N)c1nnc(-c2ccccc2)s1	i	2.6
Cc1ccc(N2C(N)=C(C#N)C(c3cc(CN4CCOCC4)cs3)C3=C2CC(C)(C)CC3=O)cc1 (stereo not given)	i	-29.6
CC(C)OC(=O)CC(=O)CSc1nc2c(cc1C#N)CCC2	i	5.1

Other records:
SMILES	CHT allo act	OX1R antag
COc1ccc(N2CCN(C(=O)CCS(=O)(=O)c3ccc4c(c3)CCN4C(=O)C3CC3)CC2)cc1	i	-20.9
CCc1nnc(NC(=O)CSc2nc(-c3ccccc3)cc(-c3ccc(OC)cc3)c2C#N)s1	i	-9.1
COc1ccc(NC(=O)c2ccc(Br)o2)cc1	i	-3.7
CC1CN(C(=O)Cn2cc(SCC(=O)N3CCOCC3)c3ccccc32)CC(C)O1 (stereo not given)	i	-33.2
Cc1cccc(C)c1NC(=O)C(C)N1CCCCC1 (stereo not given)	i	-7.1
CC(=O)Nc1cccc2c1C(=O)N(c1ccccc1OC(C)=O)C2=O	i	-25.8
O=C(c1ccccc1Cl)N(Cc1ccccc1F)N1C(=O)CCCC1=O	i	-4.0
CN(C)S(=O)(=O)c1ccc(C(=O)Nc2nnc(SCc3cccc4ccccc34)s2)cc1	i	1.0
Cc1c(Cl)c([N+](=O)[O-])nn1CC(=O)N1CCCC1	i	5.7
Cc1cc(C)nc(SCC(=O)c2ccc([N+](=O)[O-])cc2)n1	i	-15.3
O=C(N=C1SC2CS(=O)(=O)CC2N1Cc1ccc(F)cc1)C1CC1 (stereo not given)	i	-3.2
Cc1ccccc1N1CCN(CC(=O)Nc2nccs2)CC1	i	-13.9
CC1(C)CC[C@]2(C(=O)O)CC[C@]3(C)C(=CC[C@@H]4[C@@]5(C)CC[C@H](O)C(C)(C)[C@@H]5CC[C@]43C)[C@@H]2C1	i	-8.3
O=C(O)c1ccc(Cl)c(S(=O)(=O)Nc2ccc(S(=O)(=O)N3CCCC3)cc2)c1	/	-4.5
COc1ccc(C(=O)OC/C(O)=C(\C#N)c2nc3ccccc3[nH]2)cc1S(=O)(=O)N1CCOCC1	i	-17.3
CN(CC(=O)Nc1ccccc1Cl)C(=O)COC(=O)c1ccc([N+](=O)[O-])cc1Cl	i	-18.2
Cc1ccc(C)c(-n2ccnc2SCC(=O)c2c(N)n(C3CC3)c(=O)[nH]c2=O)c1	/	-4.7
Cc1ccccc1CNC(=O)Cn1ccc2cc(S(=O)(=O)N3CCCCCC3)ccc21	i	-15.2
N#Cc1ccc(NC(=O)Nc2cccc(C#N)c2)cc1	i	/
FC(F)(F)c1ccc(NCc2ccccn2)nc1	i	-22.5
CN1/C(=C\C=N\NC(=O)c2ccccc2Br)C(C)(C)c2ccccc21	i	-1.9
Cc1ccc(S(=O)(=O)Nc2ccc3cn[nH]c3c2)cc1C	/	-16.2
O=c1c2[nH]cnc2n(-c2cccc(Br)c2)c(=O)n1Cc1ccccc1	i	2.8
Cc1ccc(NC(=O)CSC(C)C(=O)OCC(=O)N2CCN(C(=O)c3ccco3)CC2)cc1 (stereo not given)	i	-10.1
CCC1Oc2ccc(C)cc2N(CC(=O)N(Cc2cccnc2)Cc2cccc(F)c2)C1=O (stereo not given)	i	-12.3
COC(=O)c1ccc(S(=O)(=O)c2ccc(C(=O)OC)s2)s1	i	-3.2
CC(NS(=O)(=O)c1ccccc1)c1n[nH]c(=S)n1-c1ccccc1 (stereo not given)	i	-3.1
CCCCn1c(=N)n(CC(O)COc2ccccc2)c2ccccc21 (stereo not given)	i	-26.8
CCN1CCN(S(=O)(=O)c2ccc(Cl)c(C(=O)Nc3cc(Cl)ccc3N3CCOCC3)c2)CC1	i	-34.5
O=C(NC1=NCCS1)c1ccc(Cl)cc1	i	1.7
O=C1NN=C(c2ccccc2)CC1c1ccc(Cl)cc1Cl (stereo not given)	i	-32.4
CCc1nc2c(c(=O)c3ccccc3n2C)c(=O)n1CCc1ccc(OC)cc1	i	-13.3
CN(C)S(=O)(=O)c1ccc(N)c([N+](=O)[O-])c1	i	/
N#Cc1ccc(OCCOCCNC2CCCC2)cc1	i	13.1
COC(Cc1n[nH]c(=S)n1-c1ccc(Cl)cc1)OC	i	11.4
CC(=O)N1CC(C)Sc2ccc(S(=O)(=O)NC3CCCCC3C)cc21 (stereo not given)	i	-19.3
C/C(=N\O)c1c(O)cc(-c2ccccc2)n(-c2ccccc2)c1=O	i	-4.7
Cc1nc(NC(=O)c2cccc(Cl)c2)sc1-c1csc(Nc2cccc(Cl)c2)n1	i	-9.3
Cc1cc[n+](C(C)C(=O)c2ccc(-c3ccccc3)cc2)cc1 (stereo not given)	i	-11.3
COc1cccc2sc(N3CCN(C(=O)c4cccs4)CC3)nc12	i	-18.7
